Screening results (PubChem)
TRPC6 inhibitor = inhibitors of mouse TRPC6 channel; HEK293-TRPC6, membrane potential dye, ACh-evoked depolarization; hits give low values; B-score at 10 µM; actives 1.1% (n = 310,000);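 active = B-score under library mean minus 3 SD, initial fluorescence not abnormally high, positive integrated signal ratio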;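 also: B-score derived from integrated fluorescence ratio over the kinetic read; more negative B-score means stronger inhibition of depolarization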
MrgX1 antagonist = antagonists of human MrgX1 receptor. MRGX1-HEK293 calcium flux, Fluo-4, BAM8-22 antagonism; hits give low values. actives 1.3% (n = 310,000). AID 588676. B-score at 10 µM. Q96LB2;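 active = calcium-response B-score plate-corrected more than 3 library SD below zero, starting fluorescence within 5 deviations, no agonist response on first addition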;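 also: peak minus trough fluorescence over baseline after final BAM8-22 challenge near maximal dose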
Target sequence (Q96LB2 whole entry, looked up): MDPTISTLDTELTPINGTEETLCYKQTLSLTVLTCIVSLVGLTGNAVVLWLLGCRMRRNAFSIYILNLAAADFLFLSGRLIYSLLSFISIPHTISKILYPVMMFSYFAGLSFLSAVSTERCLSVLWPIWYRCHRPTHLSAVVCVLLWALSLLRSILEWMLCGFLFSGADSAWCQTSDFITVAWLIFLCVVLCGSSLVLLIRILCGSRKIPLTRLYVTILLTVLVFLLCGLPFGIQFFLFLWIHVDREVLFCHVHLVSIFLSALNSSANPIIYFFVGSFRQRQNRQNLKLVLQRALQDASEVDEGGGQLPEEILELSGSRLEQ
KLF5 inh = suppresses KLF5 promoter-driven expression. DLD-1 KLF5 promoter-luciferase reporter, luminescence. inhibition, % at 5 µM. actives 0.23% (n = 290,000);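 active = inhibition above a per-plate limit of that plate's mean compound inhibition plus 3 SD, cut at about 60% in these data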;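 also: 0% = DMSO wells and 100% = LY294002 at 200 µM; higher means less KLF5 promoter-driven luciferase light; inactives centre near -14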
TRPC4 potent = allosteric potentiators of mouse TRPC4 channel; Q9QUQ5; B-score at 10 µM; AID 2227; HEK293 TRPC4beta/mu-opioid, DAMGO EC20, Fluo-4 Ca2+ flux; hits give high values; actives 0.42% (n = 310,000);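 active = B-score of calcium response area above 5 SD of library B-scores, with initial fluorescence ratio within 5 SD of library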;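 also: B-score of integrated fluorescence ratio over time as area under calcium response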
HIF activator = HIF pathway transcriptional activation. U2OS HRE-luciferase reporter, luminescence; normalized: DMSO 0%, desferrioxamine 100%. activation, % at 7.5 µM (by protocol). actives 0.32% (n = 300,000);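 active = mean activation of at least 10% of the iron chelator positive control signal, with at least half of replicates also reaching 10%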
IEC-6 tox = IEC-6 cytotoxicity, counter-screen for KLF5 inhibitors; luminescence viability; inhibition, % at 5 µM; actives 0.78% (n = 290,000); in the data active = inhibition above about 22%;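 also: 0% = plate median of test compound wells and 100% = cytotoxic reference compound wells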
SKKanGAS inh = blocks kanamycin growth of S. pyogenes SKKanGAS strain; BacTiter-Glo, 6 h; inhibition, % at 7.5 µM; actives 1.3% (n = 300,000);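 active = mean replicate score, as percent of positive control median, at least 50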;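 also: strain carries kanamycin resistance gene driven by streptokinase promoter and grows in 40 µg/ml kanamycin; loss of luminescence reflects streptokinase promoter inhibition or plain growth inhibition; 0% = median of DMSO wells and 100% = positive control at its reference dose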
TRPC4 inh = blocks the mouse TRPC4 cation channel; Q9QUQ5; HEK293 TRPC4beta/mu-opioid, DAMGO-evoked Fluo4 calcium flux; hits give low values; B-score at 10 µM; actives 0.39% (n = 300,000); AID 2247;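 active = B-score over 3 SD under the library average, no early fluorescence shift, positive overall ratio signal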
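Assay system: Stable TRPC4beta/mu-opioid receptor HEK293 cells | Reagent: DAMGO in two steps, submaximal then maximal | Compound dosing: Single concentration per test compound | Signal: Fluo4 Ca2+ flux fluorescence | Evaluation: Per-well B score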
aSyn 5UTR inh = 5' untranslated region of α-synuclein, MLPCN primary screen; alpha-synuclein 5'UTR reporter, inhibitor activity; inhibition, % (tested at 7.5 µM); actives 0.82% (n = 300,000); AID 1813; in the data active = inhibition above about 60%;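 also: H4 neuroglioblastoma cells stably carrying SNCA 5'UTR luciferase fusion; 0% = DMSO wells and 100% = positive control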
TRPC4 act = TRPC4 (mouse) channel activation; B-score at 10 µM; AID 2237; HEK293 TRPC4beta/mu-opioid, Fluo4 calcium fluorescence; hits give high values; Q9QUQ5; actives 0.49% (n = 310,000);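 active = B-score above 5 SD of library B-scores, and initial fluorescence ratio not above library mean plus 5 SD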;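 also: positive B-score marks a calcium rise read as TRPC4 activation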
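Material: HEK293 stable line with TRPC4beta plus mu-opioid receptor; technique: Fluo4 calcium-sensitive dye fluorescence, kinetic, 1 Hz baseline; timing: Fluo4 dye loading 45 min at room temperature, 110 s recording; controls: assay buffer as low control, maximal DAMGO as high control; read-out: integrated baseline-normalised fluorescence ratio, converted to per-well B score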
TRPC6 activator = activates the mouse TRPC6 cation channel. B-score at 10 µM. actives 0.13% (n = 310,000). HEK293-TRPC6 membrane potential dye fluorescence; hits give high values;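 active = B-score of the integrated fluorescence ratio above library mean plus 3 SD, and starting fluorescence ratio within library mean plus 5 SD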;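 also: higher score means more depolarization so channel activation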
Starred values were filed as active, the others as inactive; i = inactive; nt = not tested or not shown.

Each structure is followed by: MrgX1 antagonist, HIF activator, TRPC4 potent, TRPC6 activator, aSyn 5UTR inh, SKKanGAS inh, KLF5 inh, TRPC4 act, TRPC6 inhibitor, IEC-6 tox, TRPC4 inh
CC(C)COc1cccc(C(=O)NC(=S)Nc2cccc(NC(=O)c3ccccc3Cl)c2)c1
 : i, -0.2, i, i, 8, 0, -2, i, i, 8, i
O=C(NC(=S)Nc1ccc(CN2CCOCC2)cc1)c1ccc(-c2cccc(Cl)c2)o1
 : i, -0.2, i, i, -33, 41, -7, i, i, 0, i
COc1cc(C(N)=O)cc(Cl)c1OCc1ccccc1
 : i, 0.0, i, i, 17, 3, -21, i, i, -1, i
O=C(NCC(c1ccco1)N1CCCCC1)c1ccc(OCc2ccccc2)cc1 (stereo not drawn)
 : i, -1.3, i, i, 2, -5, -46, i, i, -2, i
CC(=O)c1cc(Cc2csc(C(C)=O)c2)cs1
 : i, -0.3, i, i, -20, 9, -7, i, i, 8, i
Cc1cccc(NS(=O)(=O)c2ccc(OCC(=O)N3CCCC3)cc2)c1
 : i, -0.6, i, i, -2, 0, -1, i, i, 3, i
Fc1cccc(Cc2noc(CN3CCCN(C4Cc5ccccc5C4)CC3)n2)c1
 : i, -1.2, i, i, -4, -2, -12, i, -5.1*, 4, i
Cc1onc(-c2ccccc2)c1C(=O)OCCOc1ccccc1F
 : i, 0.3, i, i, 2, -7, -21, i, i, 1, i
COc1ccc(CCNc2oc(Cc3cccc4ccccc34)nc2C#N)cc1OC
 : i, -0.5, i, i, 24, 7, -7, i, i, 0, i
CCC(CO)NCc1ccc(Br)cc1 (stereo not drawn)
 : i, -0.2, i, i, -3, 0, -9, i, i, 3, i
COCCNC(=O)CSc1c2c(nc3ccc(Cl)cc13)CCCC2
 : i, 0.8, i, i, -12, 4, -25, i, i, 1, i
O=C(/C=C/c1ccc(Cl)c(C(F)(F)F)c1)N1CCN(c2ccccn2)CC1
 : i, -1.1, i, i, -2, 6, -10, i, i, 6, i
Cc1ccc(S(=O)(=O)N2CCCOC2CNC(=O)C(=O)NCc2cccnc2)cc1 (stereo not drawn)
 : i, -0.2, i, i, -1, -4, 0, i, i, 7, i
COc1cccc(N2CCN(C(=S)NCc3ccco3)CC2)c1
 : i, -0.5, i, i, 8, -1, -13, i, i, 4, i
COC(=O)c1ccc(NC(=O)CSc2nccn2CCc2ccccc2)cc1
 : i, 1.3, i, i, -49, 2, -12, i, i, -1, i
CC(=O)Cn1c(CN2CCCC2)nc2ccccc2c1=O
 : i, -1.2, i, i, -9, -12, -9, i, i, -6, i
COc1nccc(C(F)(F)F)c1C(=O)Nc1ccc(Cl)cc1
 : i, -0.2, i, i, 10, -5, -13, i, i, -3, i
COCCn1cc(C(=O)NCCN(C)C)c2c3ccccc3n(C)c2c1=O
 : i, 0.6, i, i, -5, 3, -61, i, i, 1, i
CCCC(C(=O)Nc1nccs1)c1ccccc1 (stereo not drawn)
 : i, -0.3, i, i, -1, 5, -12, i, i, -2, i
Cc1ccc(N2CCN(c3ccc(NC(=O)CCC(=O)O)cc3)CC2)cc1
 : i, 0.0, i, i, -1, 3, -40, i, i, -8, i
Cc1ccc(C(=O)N2CCN(c3ncnc4c3cnn4-c3ccccc3)CC2)cc1
 : i, -0.1, i, i, 35, 0, -20, i, i, -1, i
Cc1cc(C)c(OCC(=O)N2CC=C(c3ccccc3)CC2)c(C)c1
 : i, 0.2, i, i, 6, 16, -2, i, i, 0, i
CN1CCc2c(sc(NC(=O)c3ccc(S(=O)(=O)N4CCCC4)cc3)c2C(N)=O)C1
 : i, 0.0, i, i, -8, 3, 2, i, -6*, -2, i
CC(=O)c1ccc(NC(=S)Nc2cccc3cnccc23)cc1
 : i, -0.9, i, i, 8, 2, -53, i, i, 9, i
Cc1nnc(SCC(=O)N2CCCCC2)n1CC1CCCO1 (stereo not drawn)
 : i, 2.3, i, i, 6, 9, -16, i, i, 4, i
Cc1cc(C)c(C(=O)CC2(O)C(=O)Nc3ccccc32)cc1C (stereo not drawn)
 : i, -0.3, i, i, 7, -15, -6, i, i, 7, i
Cc1cc(F)ccc1S(=O)(=O)Nc1ccccc1C(=O)NCc1ccccn1
 : i, -0.6, i, i, 4, -8, -18, i, i, 9, i
CC(C)c1ccc(-c2csc3nc[nH]c(=O)c23)cc1
 : i, -5.4, i, i, -50, 2, -49, i, i, -1, i
CCCN(CC(=O)Nc1ccccc1C)C(=O)c1ccc(S(=O)(=O)N2CCCCCC2)cc1
 : i, 0.4, i, i, 5, -3, -16, i, i, 1, i
CCOc1ccc(C(=O)NCCN2CCOCC2)cc1
 : i, -0.7, i, i, 0, -1, -6, i, i, -2, i
O=C(CNc1cccc(S(=O)(=O)N2CCCC2)c1)Nc1cccc(F)c1
 : i, 0.3, i, i, -11, -2, nt, i, i, nt, i
C=CC(=O)NCC1OCCc2ccccc21 (stereo not drawn)
 : i, -0.9, i, i, 1, -11, 4, i, i, -4, i
CCOC(=O)c1c(NC(=O)CCl)sc(C(=O)N(CC)CC)c1C
 : i, 0.9, i, i, -41, -1, -2, i, i, -4, i
CC(=O)NC1=NC(=O)C(C)S1 (stereo not drawn)
 : i, -0.1, i, i, 0, -4, 5, i, i, 1, i
Cc1cccc(C(=O)NNC(=O)CSc2nnc(C3CC3)n2C)c1
 : i, -0.4, i, i, 18, 2, -2, i, i, 4, i
CCCOCC1CC2(SC(=Nc3ccc(C)cc3)NC2=O)C(=O)O1 (stereo not drawn)
 : i, 0.2, i, i, 18, 1, -5, i, i, 1, i
O=C(CCn1c(=S)[nH]c2cc3c(cc2c1=O)OCO3)N1CCc2ccccc2C1
 : i, 0.2, i, i, 14, -6, -2, i, i, -3, i
CC1=Nc2ccc(C)cc2/C1=C/c1c(N)n2nc(CC(=O)N3CCOCC3)sc2nc1=O
 : i, 0.5, i, i, -8, 14, -15, i, i, -4, i
COc1ccc(N2C(=O)CC(Nc3ccc(C(=O)O)cc3)C2=O)cc1OC (stereo not drawn)
 : i, -1.1, i, i, 4, -8, 12, i, i, 2, i
Cc1nnsc1-c1c(C(=O)Oc2ccccc2)c(C)nn1-c1ccccc1
 : i, -0.2, i, i, 28, -1, 2, i, i, 0, i

Quoted from the listing:
`Cc1ccc(C(=O)N2CCN(c3ncnc4c3cnn4-c3ccccc3)CC2)cc1` – SKKanGAS inh = 0
`Cc1nnsc1-c1c(C(=O)Oc2ccccc2)c(C)nn1-c1ccccc1` – HIF activator = -0.2

Next section:
Each structure is followed by: MrgX1 antagonist, HIF activator, TRPC4 potent, TRPC6 activator, aSyn 5UTR inh, SKKanGAS inh, KLF5 inh, TRPC4 act, TRPC6 inhibitor, IEC-6 tox, TRPC4 inh
CSc1nc2cc(S(=O)(=O)N3CCCCC3)ccc2s1
 : nt, -0.5, i, i, 25, -4, 6, i, i, 6, i
Cc1cc(NC(=O)CSc2nc3c(c(=O)n2-c2ccccc2)SC(C)C3)no1 (stereo not drawn)
 : i, -0.1, i, i, 16, -4, 0, i, i, -2, i
O=C1COc2ccc(-c3csc(NCC4CCCO4)n3)cc2N1 (stereo not drawn)
 : i, -3.0, i, i, -49, -4, -11, i, i, 2, i
O=C(CCCNS(=O)(=O)c1cccc2nsnc12)NCCN1CCN(c2ccccc2F)CC1
 : i, -0.3, i, i, 20, nt, -11, i, i, -5, i
Cc1ccccc1CNC(=O)C(=O)NCC1OCCCN1S(=O)(=O)c1cccs1 (stereo not drawn)
 : i, -0.4, i, i, 16, -2, -12, i, i, 4, i
CN(Cc1ccccc1)Cc1nc2scc(-c3ccccc3)c2c(=O)[nH]1
 : i, -0.3, i, i, 19, 48, -20, i, i, -2, i
Cc1ccc(-n2nc3c([n+]2[O-])CCc2c-3no[n+]2[O-])cc1
 : i, 0.0, i, i, -141, 1, -27, i, i, -1, i
O=C(O)c1ccccc1C(=O)NC1Cc2ccccc2C1
 : i, -0.2, i, i, -13, 0, -23, i, i, -6, i
O=C(NCCC1CC1(Cl)Cl)Nc1ccccc1 (stereo not drawn)
 : i, 0.1, i, i, -48, -4, -17, i, i, -1, i
C[C@@H](NC(=O)c1nc[nH]c1C(=O)N[C@@H](Cc1ccccc1)C(=O)OC(C)(C)C)c1ccccc1
 : i, -0.3, i, i, 21, 84*, -8, i, i, 5, i
O=C(CN1C(=O)NC2(CCCCC2)C1=O)Nc1ccc2c(c1)CCC2
 : i, -0.3, i, i, -19, 1, -24, i, i, 6, i
COc1ccc(OCC(=O)NC2CCCCCCC2)cc1
 : i, 0.6, i, i, -31, -14, -35, i, i, -5, i
Cc1ccc2nc(Cl)c3cc(C(=O)NCCCN4CCCC4)sc3c2c1
 : i, 0.2, i, i, -56, 4, -14, i, i, 10, i
O=C(NCCc1ccco1)C(=O)NCC1OCCCN1S(=O)(=O)c1ccccc1 (stereo not drawn)
 : i, 0.0, i, i, 5, 12, -28, i, i, -8, i
O=S(=O)(NCC(c1ccco1)N1CCc2ccccc2C1)c1ccc(F)cc1 (stereo not drawn)
 : i, 1.5, i, i, 1, 3, nt, i, i, nt, i
Cc1nc(CCNS(=O)(=O)c2cccs2)cs1
 : i, 0.1, i, i, -1, -3, -6, i, i, -4, i
Cc1ccc(Nc2cc(-c3ccccc3)nc3ncnn23)cc1
 : i, -0.8, i, i, -1, 7, 2, i, i, -13, i
CCOC(=O)CSc1nc2ccccc2c(=O)n1Cc1ccco1
 : i, 0.0, i, i, 1, -1, -14, i, i, 3, i
CCN(CC)S(=O)(=O)c1ccc(NC(=O)CN(c2cccc(F)c2)S(C)(=O)=O)cc1
 : i, -0.4, i, i, 10, -6, 5, i, i, 2, i
Cc1c(C(=O)NC2CCCCC2)sc2ncnc(N3CCN(c4ccccc4)CC3)c12
 : i, -0.3, i, i, 19, 17, -21, i, i, -1, i
